# TcdB GH inh = blocks C. difficile toxin B glycohydrolase activity; P18177; TcdB glycohydrolase enzymatic assay, plate reader; inhibition, % at 9.99 µM; 350,000 compounds, 0.24% hits; AID 652162; in the data active = inhibition above about 10%
# Target sequence (P18177 whole entry, looked up): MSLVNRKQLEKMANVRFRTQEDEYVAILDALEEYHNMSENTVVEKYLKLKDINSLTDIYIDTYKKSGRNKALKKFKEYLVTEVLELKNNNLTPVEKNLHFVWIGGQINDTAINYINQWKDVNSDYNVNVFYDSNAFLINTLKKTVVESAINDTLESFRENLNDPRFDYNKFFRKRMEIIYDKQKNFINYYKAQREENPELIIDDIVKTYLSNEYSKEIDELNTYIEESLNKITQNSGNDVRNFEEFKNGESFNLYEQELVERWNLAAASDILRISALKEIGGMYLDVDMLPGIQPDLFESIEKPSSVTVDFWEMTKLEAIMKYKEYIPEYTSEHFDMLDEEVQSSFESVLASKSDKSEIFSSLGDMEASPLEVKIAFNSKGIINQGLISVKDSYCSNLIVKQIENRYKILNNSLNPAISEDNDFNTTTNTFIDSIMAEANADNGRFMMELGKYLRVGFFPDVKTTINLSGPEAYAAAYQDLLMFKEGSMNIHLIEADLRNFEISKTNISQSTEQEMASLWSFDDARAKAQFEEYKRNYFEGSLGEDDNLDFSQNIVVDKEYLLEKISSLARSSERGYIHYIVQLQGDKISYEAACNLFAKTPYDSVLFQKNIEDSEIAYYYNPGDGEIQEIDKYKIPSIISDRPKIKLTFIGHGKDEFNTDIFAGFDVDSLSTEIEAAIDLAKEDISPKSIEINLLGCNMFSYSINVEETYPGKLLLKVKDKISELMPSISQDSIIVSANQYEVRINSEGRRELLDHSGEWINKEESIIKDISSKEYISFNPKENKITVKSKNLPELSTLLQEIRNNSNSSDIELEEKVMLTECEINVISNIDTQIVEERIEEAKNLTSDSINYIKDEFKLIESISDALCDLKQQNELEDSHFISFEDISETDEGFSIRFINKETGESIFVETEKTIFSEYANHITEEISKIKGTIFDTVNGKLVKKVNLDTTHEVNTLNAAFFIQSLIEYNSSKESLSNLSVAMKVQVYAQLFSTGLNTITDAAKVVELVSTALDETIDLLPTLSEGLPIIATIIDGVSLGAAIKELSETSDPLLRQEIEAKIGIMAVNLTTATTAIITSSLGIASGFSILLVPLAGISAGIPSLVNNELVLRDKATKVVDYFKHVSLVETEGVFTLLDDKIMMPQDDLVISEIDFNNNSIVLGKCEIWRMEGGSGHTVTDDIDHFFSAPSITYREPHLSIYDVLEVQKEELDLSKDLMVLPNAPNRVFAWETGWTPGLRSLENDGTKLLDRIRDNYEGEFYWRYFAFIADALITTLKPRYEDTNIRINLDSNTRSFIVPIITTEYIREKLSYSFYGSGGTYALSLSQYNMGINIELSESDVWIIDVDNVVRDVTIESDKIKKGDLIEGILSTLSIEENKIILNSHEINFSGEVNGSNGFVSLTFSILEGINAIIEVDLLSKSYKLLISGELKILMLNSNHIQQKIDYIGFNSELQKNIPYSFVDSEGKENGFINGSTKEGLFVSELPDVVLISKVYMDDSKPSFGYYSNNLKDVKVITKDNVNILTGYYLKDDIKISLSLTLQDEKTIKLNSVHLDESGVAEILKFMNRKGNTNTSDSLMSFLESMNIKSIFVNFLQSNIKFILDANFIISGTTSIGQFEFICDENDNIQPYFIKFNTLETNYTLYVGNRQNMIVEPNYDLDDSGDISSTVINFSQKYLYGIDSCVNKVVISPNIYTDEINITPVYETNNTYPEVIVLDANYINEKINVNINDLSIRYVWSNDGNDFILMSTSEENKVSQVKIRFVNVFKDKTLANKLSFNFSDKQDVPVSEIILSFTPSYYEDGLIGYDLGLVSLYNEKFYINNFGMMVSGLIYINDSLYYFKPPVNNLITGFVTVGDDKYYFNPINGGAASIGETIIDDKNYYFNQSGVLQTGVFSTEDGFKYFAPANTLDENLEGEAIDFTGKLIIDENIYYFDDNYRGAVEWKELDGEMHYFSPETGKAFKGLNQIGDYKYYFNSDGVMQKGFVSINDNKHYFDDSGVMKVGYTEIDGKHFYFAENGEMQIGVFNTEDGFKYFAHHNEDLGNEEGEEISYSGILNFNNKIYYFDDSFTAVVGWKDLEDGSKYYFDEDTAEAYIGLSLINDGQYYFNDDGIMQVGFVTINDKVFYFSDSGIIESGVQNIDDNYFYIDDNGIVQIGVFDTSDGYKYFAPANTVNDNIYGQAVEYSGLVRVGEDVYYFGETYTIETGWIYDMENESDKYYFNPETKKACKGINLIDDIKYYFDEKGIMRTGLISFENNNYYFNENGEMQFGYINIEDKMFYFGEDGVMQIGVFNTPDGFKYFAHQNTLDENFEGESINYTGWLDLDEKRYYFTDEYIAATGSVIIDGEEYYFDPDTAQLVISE
# * hit, by the source's call.
SMILES,TcdB GH inh
COc1ccc(NC(=O)N(C)C[C@H]2Oc3ncc(C#CC(C)C)cc3C(=O)N([C@H](C)CO)C[C@@H]2C)cc1,0.3
C[C@@H]1CN([C@H](C)CO)C(=O)Cc2cc(NC(=O)CCN3CCOCC3)ccc2O[C@@H]1CN(C)Cc1ccc(Oc2ccccc2)cc1,0.3
C[C@H](NC(=O)C[C@H]1C=C[C@@H](NC(=O)C2CC2)[C@@H](CO)O1)c1ccccc1,-1.7
C[C@H](CO)N1C[C@H](C)[C@@H](CN(C)C(=O)NC2CCCC2)Oc2cc(-c3cncnc3)ccc2S1(=O)=O,-1.4
CN(C)C(=O)c1cccc(-c2ccc3n(c2=O)C[C@@H]2N[C@H]3[C@H](C(=O)NC3CCC3)[C@H]2CO)c1,-1.7
C[C@H](CO)N1C[C@H](C)[C@H](CN(C)Cc2ccc(Oc3ccccc3)cc2)Oc2ccc(NS(=O)(=O)c3ccc(Cl)cc3)cc2C1=O,-0.1
C[C@@H]1CN([C@@H](C)CO)C(=O)c2cccc(NC(=O)Nc3ccc4c(c3)OCO4)c2O[C@@H]1CN(C)Cc1ccc(-c2ccccc2)cc1,-0.1
COc1ccc(NC(=O)Nc2ccc3c(c2)C(=O)N([C@H](C)CO)C[C@@H](C)[C@@H](CN(C)S(=O)(=O)c2cccs2)OCCCC[C@H](C)O3)cc1,-0.4
C[C@@H]1CN([C@H](C)CO)C(=O)c2cc(NC(=O)Cc3cn(C)c4ccccc34)ccc2O[C@H]1CN(C)Cc1ccc(C(=O)O)cc1,-1.2
C[C@@H]1CN([C@H](C)CO)C(=O)c2cccc(NC(=O)Nc3cccc4ccccc34)c2O[C@@H]1CN(C)S(=O)(=O)c1cn(C)cn1,-6.4
COc1ccc(S(=O)(=O)N(C)C[C@H]2Oc3ccc(NS(=O)(=O)c4cccs4)cc3CC(=O)N([C@H](C)CO)C[C@@H]2C)cc1,0.7
N#C[C@H]1[C@H](c2ccc(-c3ccccc3F)cc2)[C@H](CO)N1C(=O)Cc1ccccc1,0.6
CN(C)C(=O)c1cccc(-c2ccccc2[C@@H]2[C@@H](C#N)N(C(=O)C3CCCCC3)[C@H]2CO)c1,6.4
CCCN(C)C[C@@H]1Oc2ncc(C#CC3CCCCC3)cc2C(=O)N([C@H](C)CO)C[C@H]1C,-3.5
O=C(Nc1ccc(F)cc1)N1CCCCN2[C@@H](CO)[C@H](c3ccc(C#Cc4ccccc4)cc3)[C@@H]2C1,0.4
C[C@@H]1CCCCO[C@H](CN(C)Cc2ccc(C(F)(F)F)cc2)[C@@H](C)CN([C@@H](C)CO)C(=O)c2cc(NC(=O)c3ccncc3)ccc2O1,0.2
COc1ccc(C#Cc2ccc3c(c2)[C@H]2[C@H](CCN2C(=O)Nc2ccc(C(F)(F)F)cc2)[C@@H](CO)N3C)cc1,-1.2
O=C(Cc1cccnc1)N[C@H]1CC[C@@H](CCNS(=O)(=O)c2ccccc2Cl)O[C@H]1CO,1.5
Cc1ccc(S(=O)(=O)Nc2ccc3c(c2)CC(=O)N([C@@H](C)CO)C[C@@H](C)[C@@H](CN(C)Cc2ccc(C(=O)Nc4ccccc4N)cc2)O3)cc1,0.7
C[C@@H]1CN([C@@H](C)CO)C(=O)c2cccc(NC(=O)c3cnccn3)c2O[C@H]1CN(C)Cc1ccc(Cl)c(Cl)c1,-0.3
CCCC(O)C#Cc1cnc2c(c1)C(=O)N([C@H](C)CO)C[C@H](C)[C@H](CN(C)C(=O)NC1CCCCC1)O2 (stereo not given in full),1.0
O=C(c1ccccn1)N1CC(=O)N2[C@@H](CO)[C@@H](c3ccc(C#CC4CCCC4)cc3)[C@@H]2C1,-1.7
CCCNC(=O)N[C@H]1CC[C@H](CCn2cc(C3CCCCC3)nn2)O[C@H]1CO,-3.6
C[C@@H]1CN([C@H](C)CO)C(=O)c2cc(NC(=O)Nc3ccc(F)cc3)ccc2O[C@@H](C)CCCCO[C@H]1CN(C)C(=O)NC1CCCCC1,-1.1
C[C@@H]1CN([C@@H](C)CO)C(=O)c2cc(C3=CCCCC3)cnc2O[C@H]1CN(C)C(=O)c1ccccn1,0.3

# The results go on.
SMILES,TcdB GH inh
O=C(Nc1cccc(F)c1)N[C@@H]1CC[C@@H](CCn2cc(Cc3ccccc3)nn2)O[C@H]1CO,0.1
CCS(=O)(=O)N1CCCCN2[C@H](CO)[C@@H](c3ccc(-c4cccc(C#N)c4)cc3)[C@@H]2C1,0.3
CC(C)NC(=O)N(C)C[C@H]1Oc2ccc(NC(=O)Cc3ccccc3)cc2C(=O)N([C@H](C)CO)C[C@H]1C,0.2
COCc1cn([C@H]2C[C@@H]3O[C@@H](CO)CC[C@@H]3O[C@@H]2CCc2ccc(-c3ccc(OC)cc3)cc2)nn1,0.6
C[C@H]1CN([C@@H](C)CO)C(=O)Cc2cc(NS(C)(=O)=O)ccc2O[C@H]1CN(C)Cc1ccc(-c2ccccc2)cc1,0.2
COc1ccc(-c2cn(CC[C@@H]3CC[C@@H](NC(=O)Nc4ccc(F)cc4)[C@@H](CO)O3)nn2)cc1,-0.3
C[C@@H]1CN([C@@H](C)CO)C(=O)Cc2cc(NC(=O)C3CC3)ccc2O[C@H]1CN(C)Cc1ccc(C(F)(F)F)cc1,2.0
Cn1cnc(S(=O)(=O)N[C@@H]2CC[C@@H](CC(=O)Nc3ccc(-c4ccccc4)cc3)O[C@@H]2CO)c1,1.2
COC(=O)C[C@H]1CC[C@@H]2[C@H](COc3ccc(NC(=O)Nc4cccc(C)c4)cc3C(=O)N2C)O1,2.7
CCC(=O)N1C[C@@H](C)[C@@H](OC)CN(C)C(=O)c2cc(NC(=O)NC3CCCC3)ccc2OC[C@H]1C,0.2
C[C@H]1CN([C@@H](C)CO)C(=O)CCCn2nncc2CO[C@@H]1CN(C)S(=O)(=O)c1ccc(F)cc1,0.6
O=C(C[C@H]1CC[C@H](NC(=O)c2ccccc2)[C@H](CO)O1)Nc1ccc(-c2ccccc2)cc1,1.2
COc1ccc(CN(C)C[C@@H]2Oc3ccc(NC(=O)Nc4ccc(F)cc4)cc3CC(=O)N([C@@H](C)CO)C[C@H]2C)cc1,0.0
O=C(C[C@@H]1C[C@H]2c3cc(NC(=O)NC4CCCC4)ccc3O[C@H]2[C@@H](CO)O1)NCc1cccnc1,-0.5
C[C@H]1CCCCO[C@H](CN(C)CC2CC2)[C@@H](C)CN([C@@H](C)CO)C(=O)c2cc(NC(=O)c3ccccc3)ccc2O1,-1.8
OC[C@H]1[C@H]2c3ccccc3NC[C@H]2N1Cc1ccccc1Cl,-1.6
COc1ccccc1CNC(=O)C[C@H]1CC[C@H]2[C@@H](COC[C@H](O)CN2C(=O)Nc2ccc(C(F)(F)F)cc2)O1,0.3
COc1ccc(NC(=O)Nc2ccc3c(c2)CC(=O)N([C@@H](C)CO)C[C@H](C)[C@H](CN(C)Cc2ccccc2)O3)cc1,0.6
CO[C@@H](CN(C)Cc1cc(F)ccc1F)[C@@H](C)CN(C(=O)Nc1ccc(C(F)(F)F)cc1)[C@@H](C)CO,0.5
CC(=O)N1[C@H](CO)[C@H](c2ccc(-c3ccccc3)cc2)[C@H]1CNC(=O)NC(C)C,-0.7
COCC#Cc1ccc2c(c1)O[C@@H](CN(C)Cc1ccccc1)[C@@H](C)CN([C@@H](C)CO)S2(=O)=O,0.5
N#Cc1ccc(-c2ccc([C@@H]3[C@H](CO)N4C(=O)CNC[C@@H]34)cc2)cc1,1.3
C[C@@H]1CN([C@H](C)CO)C(=O)c2cccc(NS(=O)(=O)c3ccccc3)c2O[C@@H]1CN(C)Cc1ccccc1,-8.4
C[C@H]1CN([C@@H](C)CO)C(=O)c2cccc(NS(=O)(=O)c3ccccc3)c2O[C@@H]1CN(C)Cc1ccc(C(F)(F)F)cc1,0.8
C[C@H](CO)N1C[C@H](C)[C@@H](CN(C)Cc2ccc(Cl)c(Cl)c2)Oc2c(NC(=O)c3ccc(-c4nccs4)cc3)cccc2C1=O,-2.1

# (more compounds)
SMILES,TcdB GH inh
C[C@H](CO)N1C[C@H](C)[C@@H](CN(C)C(=O)Nc2ccccc2)Oc2c(NC(=O)c3nc4ccccc4s3)cccc2C1=O,0.3
C/C=C/c1ccc([C@H]2[C@H](CO)N(C(=O)c3cnccn3)C23CN(C(=O)C2CC2)C3)cc1,0.3
CN(C)C(=O)c1cccc(-c2ccc([C@H]3[C@H]4CN(C(=O)Cc5ccccc5)CC(=O)N4[C@H]3CO)cc2)c1,-0.5
Cc1noc(C)c1S(=O)(=O)Nc1ccc2c(c1)C(=O)N([C@H](C)CO)C[C@@H](C)[C@@H](CN(C)S(=O)(=O)c1ccc(F)cc1)OCCCC[C@@H](C)O2,1.6
C[C@@H]1CCCCO[C@@H](CN(C)C(=O)Nc2ccccc2)[C@H](C)CN([C@@H](C)CO)C(=O)c2cc(NC(=O)CCCN(C)C)ccc2O1,0.2
CCCNC(=O)N1CC2(CCN(C(=O)C3CCOCC3)CC2)c2c([nH]c3cc(OC)ccc23)[C@H]1CO,0.2
CCCN(C)C[C@H]1Oc2cc(C#CC3CC3)ccc2S(=O)(=O)N([C@H](C)CO)C[C@H]1C,-8.0
C[C@@H]1CCCCO[C@@H](CN(C)C(=O)CCC(F)(F)F)[C@@H](C)CN([C@@H](C)CO)C(=O)c2cc(NS(=O)(=O)c3ccc(Cl)cc3)ccc2O1,0.2
Cc1noc(C)c1S(=O)(=O)N(C)C[C@@H]1OCCCC[C@@H](C)Oc2ccc(NC(=O)Cc3ccccc3)cc2C(=O)N([C@H](C)CO)C[C@@H]1C,0.7
CO[C@@H]1CC[C@H]2CCOc3c(C#N)cccc3C(=O)N(C)CCCC(=O)N(C)C[C@@H]1O2,0.1
C[C@H](CO)N1C[C@H](C)[C@H](CN(C)C)Oc2ccc(NC(=O)Nc3ccc4c(c3)OCO4)cc2CC1=O,-2.0
O=S(=O)(c1ccccc1)N1CCCCN2[C@H](CO)[C@H](c3ccc(C#Cc4cccnc4)cc3)[C@H]2C1,0.6
COc1ccc2c3c([nH]c2c1)[C@H](CO)N(C(=O)CN(C)C)CC31CN(Cc2ccccc2)C1,0.1
Cc1noc(C)c1NC(=O)Nc1cccc2c1O[C@@H](CN(C)Cc1ccc(-c3ccccc3)cc1)[C@H](C)CN([C@H](C)CO)C2=O,-2.1
O=C(C[C@H]1CC[C@@H](NC(=O)CC2CC2)[C@H](CO)O1)NCc1ccccc1,-0.8
C[C@@H]1CN([C@@H](C)CO)S(=O)(=O)c2ccc(C#CCN(C)C)cc2O[C@H]1CN(C)Cc1ccccn1,0.3
CCCNC(=O)N1CC2(CN(Cc3cccc(F)c3)C2)c2c([nH]c3cc(OC)ccc23)[C@@H]1CO,0.6
CC(C)NC(=O)Nc1ccc2c(c1)C(=O)N([C@H](C)CO)C[C@@H](C)[C@@H](CN(C)Cc1ccc(-c3ccccc3)cc1)O2,0.1
COC(=O)C[C@@H]1CC[C@@H]2[C@@H](COc3ccc(NC(=O)c4ccc(C(F)(F)F)cc4)cc3C(=O)N2C)O1,0.8
Cn1cnc(S(=O)(=O)N[C@H]2CC[C@H](CC(=O)Nc3ccccc3)O[C@H]2CO)c1,1.8
C[C@H](CO)N1C[C@H](C)[C@H](CN(C)Cc2ccccn2)Oc2ncc(-c3ccc(F)cc3)cc2C1=O,-0.5
CCCC(=O)Nc1ccc2c(c1)C(=O)N(C)C[C@@H](OC)[C@H](C)CN(Cc1ccccc1F)[C@@H](C)CO2,-0.1
O=C(C[C@@H]1C=C[C@@H](NC(=O)Nc2cc(F)ccc2F)[C@H](CO)O1)Nc1ccc(-c2ccccc2)cc1,-1.2
O=C(C[C@H]1C[C@H]2c3cc(NC(=O)Cc4ccncc4)ccc3O[C@H]2[C@H](CO)O1)NCc1cccc(F)c1,-1.0
COc1cc(CN2CC3(CN(S(=O)(=O)c4cccc(F)c4)C3)c3c([nH]c4cc(OC)ccc34)[C@H]2CO)cc(OC)c1,-2.3

# Grouped by structure: the compounds so far containing an NH in an aromatic ring
SMILES,TcdB GH inh
CCCNC(=O)N1CC2(CCN(C(=O)C3CCOCC3)CC2)c2c([nH]c3cc(OC)ccc23)[C@H]1CO,0.2
COc1ccc2c3c([nH]c2c1)[C@H](CO)N(C(=O)CN(C)C)CC31CN(Cc2ccccc2)C1,0.1
CCCNC(=O)N1CC2(CN(Cc3cccc(F)c3)C2)c2c([nH]c3cc(OC)ccc23)[C@@H]1CO,0.6
COc1cc(CN2CC3(CN(S(=O)(=O)c4cccc(F)c4)C3)c3c([nH]c4cc(OC)ccc34)[C@H]2CO)cc(OC)c1,-2.3

# Rewritten tab-delimited: entries from further up.
Molecule	TcdB GH inh
CO[C@@H]1CC[C@H]2CCOc3c(C#N)cccc3C(=O)N(C)CCCC(=O)N(C)C[C@@H]1O2	0.1
C[C@H](CO)N1C[C@H](C)[C@H](CN(C)C)Oc2ccc(NC(=O)Nc3ccc4c(c3)OCO4)cc2CC1=O	-2.0

# New compounds follow:
SMILES,TcdB GH inh
C[C@H]1CN([C@@H](C)CO)C(=O)c2cccc(NC(=O)Nc3ccccc3)c2O[C@H]1CN(C)Cc1ccc(C(=O)O)cc1,-0.5
O=C(NC1CCCC1)N1CC(=O)N2[C@@H](CO)[C@@H](c3ccc(-c4cccnc4)cc3)[C@@H]2C1,0.6
CN(C)CC(=O)N[C@@H]1CC[C@@H](CC(=O)NCCN2CCCCC2)O[C@H]1CO,-4.2
O=C(C[C@H]1C[C@H]2c3cc(NC(=O)NC4CCCC4)ccc3O[C@H]2[C@@H](CO)O1)NCC1CC1,-0.3
C[C@H]1CN([C@@H](C)CO)C(=O)Cc2cc(NC(=O)Nc3ccc(C(F)(F)F)cc3)ccc2O[C@@H]1CN(C)Cc1ccc(C(F)(F)F)cc1,-0.8
CC(C)NC(=O)N(C)C[C@H]1Oc2ccc(NC(=O)Nc3ccc(C(F)(F)F)cc3)cc2C(=O)N([C@H](C)CO)C[C@H]1C,-1.0

# Quoted from the listing:
# `O=C(NC1CCCC1)N1CC(=O)N2[C@@H](CO)[C@@H](c3ccc(-c4cccnc4)cc3)[C@@H]2C1` in TcdB GH inh has 0.6
# `C[C@H]1CN([C@@H](C)CO)C(=O)Cc2cc(NC(=O)Nc3ccc(C(F)(F)F)cc3)ccc2O[C@@H]1CN(C)Cc1ccc(C(F)(F)F)cc1` in TcdB GH inh has -0.8

# Compound activity deposited in PubChem by Broad Institute.

# A portion of the library; the hit share may differ from the screen's.
